DTT redox prof – compounds producing H2O2 with reducing agent – biochemical, NIH compound library profiling, artefact control for MLSCN library redox annotation, primary screen; AID 878; activation, % at 10 µM; DTT-dependent redox cycling H2O2, phenol red/HRP absorbance; 100% = 100 µM peroxide control, 0% = buffer; 200,000 compounds, 0.03% hits;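 active = activation of at least 50% relative to the plate's high and low controls in the primary single-dose screen; inactive = activation below 50%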;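 note: compound incubated with DTT at 0.8 mM final as the reducing agent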
NF-kB expr up – compounds increasing NF-kB expression in human neuronal cells; NF-kB reporter expression; hits give high values; fold change at 12.5 µM; 190,000 compounds, 1.6% hits; in the data active = fold change above about 3.3
STAT3 act – activators of IL-6 induced STAT3 signaling | U3A cells, IL-6 STAT3-luciferase reporter, luminescence; 100% = signal with IL-6 EC80 alone | activation (% of control), % at 5.6 µM | 190,000 compounds, 0.91% hits;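 active = activation above the screen-wide mean of compound activation plus 3 SD, cut at about 130% in these data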;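 note: 0% = background luminescence of wells with medium and substrate only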
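Test system: STAT3-luciferase reporter U3A cells; Detection: reporter luminescence signal; Times: 1 h compound pre-exposure, 6 h IL-6 stimulation, 37 °C; Benchmarks: IL-6-only high control; Also added: IL-6 stimulus at 33 ng/mL final.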
TLR4-MyD88 BLA – TLR4-MyD88 interaction inhibition in cells | HeLa CL3-4 TLR4/MyD88 BLA complementation, FRET ratio | AID 861 | 200,000 compounds, 0.18% hits | inhibition, % at 8.4 µM; in the data active = inhibition above about 25%;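 note: 0% = vehicle and 100% = reference inhibitor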
Target sequence (O00206 whole entry, looked up): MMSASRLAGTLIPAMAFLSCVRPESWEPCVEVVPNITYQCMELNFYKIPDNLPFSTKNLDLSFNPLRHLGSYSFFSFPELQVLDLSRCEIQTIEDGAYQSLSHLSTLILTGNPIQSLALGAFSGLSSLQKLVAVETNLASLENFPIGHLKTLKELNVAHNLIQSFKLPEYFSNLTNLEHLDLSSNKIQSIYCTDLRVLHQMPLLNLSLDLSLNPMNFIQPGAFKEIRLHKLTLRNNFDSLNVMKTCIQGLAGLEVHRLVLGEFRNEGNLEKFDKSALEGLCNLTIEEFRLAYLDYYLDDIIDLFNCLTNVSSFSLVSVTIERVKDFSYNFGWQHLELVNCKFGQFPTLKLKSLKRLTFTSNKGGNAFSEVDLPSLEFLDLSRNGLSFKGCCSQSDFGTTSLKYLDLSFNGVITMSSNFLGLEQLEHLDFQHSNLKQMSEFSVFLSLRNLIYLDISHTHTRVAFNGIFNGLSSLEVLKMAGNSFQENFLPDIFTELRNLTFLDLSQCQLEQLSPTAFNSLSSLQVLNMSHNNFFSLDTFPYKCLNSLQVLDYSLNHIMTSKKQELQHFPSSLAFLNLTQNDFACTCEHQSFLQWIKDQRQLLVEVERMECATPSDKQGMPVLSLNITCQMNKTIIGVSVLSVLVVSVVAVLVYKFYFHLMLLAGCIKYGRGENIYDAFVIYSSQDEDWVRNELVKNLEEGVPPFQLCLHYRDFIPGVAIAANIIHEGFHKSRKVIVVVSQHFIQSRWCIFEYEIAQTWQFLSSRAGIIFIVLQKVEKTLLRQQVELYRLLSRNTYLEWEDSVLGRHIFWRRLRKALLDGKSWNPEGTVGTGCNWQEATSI
Target sequence (Q99836 whole entry, looked up): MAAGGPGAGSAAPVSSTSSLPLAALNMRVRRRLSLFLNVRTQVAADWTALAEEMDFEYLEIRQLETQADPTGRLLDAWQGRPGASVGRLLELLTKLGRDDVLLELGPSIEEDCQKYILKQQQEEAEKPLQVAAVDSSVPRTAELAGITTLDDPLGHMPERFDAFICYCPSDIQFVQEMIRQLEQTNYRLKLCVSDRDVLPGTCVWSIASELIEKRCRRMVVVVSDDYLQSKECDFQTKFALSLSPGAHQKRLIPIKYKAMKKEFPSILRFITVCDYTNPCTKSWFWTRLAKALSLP
APP 5'UTR act – APP 5'UTR luciferase reporter activation; activation, % at 2 µM; AID 1276; SH-SY5Y APP 5'UTR luciferase reporter, luminescence; zero percent = DMSO vehicle wells; 190,000 compounds, 1% hits;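 active = activation above a set limit, based on mean plus 3 SD of controls, cut at about 140% in these data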; note: values of inactives mirror those of a sister screen read the other way
STAT3 blocker – inhibitors of IL-6 induced STAT3 signaling. U3A cells, IL-6 STAT3-luciferase reporter, luminescence; host cell line lacks STAT1. inhibition, % at 5.5 µM. 190,000 compounds, 0.89% hits. AID 862;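 active = inhibition above the mean inhibition across all screened compounds plus 3 SD, cut at about 44% in these data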;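 note: 0% = DMSO only wells and 100% = 100 µM nifuroxazide control wells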
STAT1 act – increases IFN-gamma driven STAT1 reporter signal; NIH 3T3 STAT1-luciferase reporter, luminescence; 100% = IFN-gamma alone, no compound; activation (% of control), % at 5.5 µM; 200,000 compounds, 2.6% hits; AID 932;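 active = activation above the screen-wide mean activation plus 3 SD, cut at about 130% in these data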;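 note: raw ratio to IFN-gamma control signal so 100% means no change and 0% no light; values of inactives mirror those of a sister screen read the other way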
STAT1 inh – inhibitors of IFN-gamma induced STAT1 signaling; NIH 3T3 STAT1-luciferase reporter, luminescence; inhibition, % at 5.5 µM; 200,000 compounds, 0.35% hits; AID 920;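 active = inhibition above a set limit, the mean inhibition across all tested compounds plus 3 SD, cut at about 34% in these data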;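 note: 0% = IFN-gamma with DMSO and 100% = IFN-gamma with 300 µM nifuroxazide; values of inactives mirror those of a sister screen read the other way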
Hsp70 activator – switches on Hsp70 transcription | HeLa Hsp70 promoter luciferase reporter, luminescence; scaled: vehicle 0, proteasome-inhibitor control 100% | activation, % at 10 µM | AID 1203 | 200,000 compounds, 0.04% hits;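 active = activation above the mean across all tested compounds plus 3 SD, cutoff set per campaign, cut at about 5.5% in these data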;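 note: 100% = MG132 at 30 µM as the positive control and 0% = DMSO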
HMGR II inh – E. faecalis class II HMG-CoA reductase inhibition; purified E. faecalis HMGR, NADPH absorbance 340 nm kinetic; inhibition, % at 10 µM; 190,000 compounds, 0.41% hits; AID 1066;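 active = inhibition above a set limit, the median over all tested compounds plus 3 SD, cut at about 9.5% in these data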;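 note: enzyme runs in reverse so mevalonate oxidation gives rising NADPH absorbance; 0% = complete reaction with DMSO and 100% = background rate lacking mevalonate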
* marks the source's active call; other numbers are inactive results; x = no result given.

compound | DTT redox prof | NF-kB expr up | STAT3 act | TLR4-MyD88 BLA | APP 5'UTR act | STAT3 blocker | STAT1 act | STAT1 inh | Hsp70 activator | HMGR II inh
O=c1c2cnn(-c3ccccc3)c2nnn1Cc1ccccn1 | 1.1 | 1.2 | 101 | 9 | -12 | 3 | 109 | -10 | -0.1 | -3
CCCCNC(=O)C(=O)c1ccccc1NC(C)=O | 1.4 | 1 | 89 | 5 | -1 | 19 | 98 | 2 | -0.1 | -6
O=C(CNCc1ccccc1)Nc1ccc(Oc2ccccc2)cc1 | -0.8 | 1.2 | 99 | 3 | 14 | 4 | 99 | -1 | 0.0 | -1
CCc1ccc(OCC(=O)N/N=C(\C)c2ccccc2OC(F)F)cc1 | 0.1 | 1.2 | 115 | -10 | -16 | -17 | 93 | 8 | -0.2 | -3
CC(C)Nc1nnc(SCc2cc(=O)n3ccsc3n2)s1 | -0.3 | 1 | 108 | 11 | -13 | -4 | 94 | 8 | -0.1 | -3
CC(C)CN1C(=O)c2ccc(C(=O)NCc3ccc4c(c3)OCO4)cc2C1=O | 0.2 | 1.1 | 105 | -1 | -6 | 0 | 93 | 8 | -0.4 | -3
O=S(=O)(NCc1cccnc1)c1ccc(Cl)c(Cl)c1 | 1.9 | 1.6 | 98 | -5 | -5 | 8 | 98 | 2 | 0.1 | 1
O=C(CSc1nncn1-c1ccccc1)Nc1cccc(S(=O)(=O)N2CCCCC2)c1 | x | 0.97 | 104 | 4 | 12 | -5 | 98 | 2 | -0.4 | 2
CC(c1nnnn1C1CCCCC1)N(Cc1ccccc1)Cc1cccnc1 (configuration not stated) | 1.1 | 1.1 | 104 | -1 | 4 | -2 | 98 | 2 | -0.3 | 1
CC(Sc1nc(NCc2ccccc2)nc(N2CCOCC2)n1)C(=O)Nc1ccccc1 (configuration not stated) | -0.2 | 0.97 | 92 | 19 | 12 | 12 | 96 | 3 | -0.3 | -1
O=C(NC1CCCCCCC1)NC1CCCCC1 | 6.2 | 2.7 | 119 | -7 | 12 | -17 | 132* | -36 | -0.1 | 5
CC(=O)NCc1nc2ccccc2n1Cc1ccccc1F | -0.2 | 0.94 | 99 | 5 | 4 | 6 | 100 | 1 | -0.2 | 1
O=C(Oc1ccccc1)n1c(=S)oc2ccccc21 | -0.3 | 1.1 | 101 | -2 | 14 | -2 | 103 | -3 | 0.1 | -5
CC1CCCCC1N=C1NC(C)(C)CS1 (configuration not stated) | 0.0 | 1.4 | 99 | -1 | -14 | 3 | 98 | 0 | 0.0 | 3
O=C(CSc1nc2ccccc2[nH]1)c1ccc2c(c1)OCO2 | 0.3 | 1.2 | 94 | -18 | 46 | 10 | 100 | 0 | 0.3 | 0
O=C(N/N=C/c1ccc(OCc2ccccc2)cc1)c1cc[n+](Cc2ccccc2)cc1 | 0.3 | 1.7 | 101 | -1 | 16 | 2 | 117 | -19 | 0.2 | -1
Cc1ccc2nc(-c3ccc(NC(=O)CCS(=O)(=O)c4ccccc4)cc3)sc2c1 | 2.9 | 3.6* | 39 | 3 | 126 | 72* | 92 | 9 | -0.4 | -7
Cc1nnc(NC(=O)CSc2nnc(-c3ccoc3C)n2CC(C)C)s1 | 1.8 | 1.1 | 104 | -7 | 7 | -3 | 98 | 2 | -0.3 | 0
COc1ccc(-c2c3c(nc4sc5c(Cl)nc(C)nc5c24)CCC3)cc1 | 0.2 | 1 | 100 | -5 | -9 | 7 | 99 | 1 | -0.1 | -1
Cc1ccc2cccc(SCC(=O)NCC#N)c2n1 | -0.2 | 0.96 | 108 | -5 | 12 | -5 | 106 | -6 | -0.2 | -2
C=CCC1(N(C(C)=O)c2ccccc2)CCCCC1 | -1.0 | 0.93 | 108 | -11 | 9 | -4 | 95 | 4 | -0.1 | 4
O=S(=O)(c1cccc(-c2n[nH]c(=S)n2C2CCCC2)c1)N1CCOCC1 | -0.4 | 1 | 97 | -14 | 23 | 11 | 97 | 1 | -0.3 | 1
CCN(CC)S(=O)(=O)c1cc(NC(=O)COC(=O)Cn2cnc3ccccc32)ccc1C | -0.2 | 1.2 | 94 | -8 | -1 | 8 | 107 | -8 | -0.2 | -3
C=CCN1C(=O)C(O)(CC(=O)c2ccccn2)c2ccccc21 (configuration not stated) | -2.0 | 1.2 | 99 | 1 | 2 | 4 | 104 | -5 | -0.1 | -4
CC1CCC(NC(=O)C2c3ccccc3C(=O)N2CCCN2CCOCC2)CC1 (configuration not stated) | 1.7 | 0.97 | 97 | 6 | -2 | 9 | 99 | 1 | -0.3 | -10
C/C(=N\NC(=O)c1cc(C)oc1C)c1ccc(N2CCOCC2)cc1 | -1.6 | 1.2 | 94 | 10 | 12 | 11 | 104 | -5 | -0.1 | 3
O=C(COC(=O)CCCSc1nc2ccccc2[nH]1)NC(=O)NC1CCCC1 | 4.2 | 1 | 95 | -5 | 2 | 9 | 96 | 4 | -0.3 | -1
Cc1cccc2c(CC(=O)Nc3ccccc3)noc12 | -0.1 | 1.3 | 87 | 10 | -2 | 20 | 107 | -8 | -0.2 | -5
COc1ccc(CC(=O)OCC(=O)Nc2ncc(Cl)cc2Cl)cc1 | 1.1 | 1.2 | 102 | 10 | 7 | 6 | 102 | -2 | -0.4 | -2
CCC1SC2=NC(C)=C(C(=O)OCCOC)C(c3ccc(C(=O)OC)cc3)N2C1=O (configuration not stated) | 2.9 | 0.94 | 103 | 0 | 0 | -1 | 105 | -6 | -0.1 | -5
Cc1ccc(-c2noc(CN(C)C(=O)Nc3ccc(F)cc3)n2)cc1 | 0.5 | 1.1 | 96 | 1 | 12 | 7 | 94 | 4 | -0.1 | 0
Cc1cc(/C=C2\SC(=Nc3ccccc3)NC2=O)c(C)n1-c1ccc(S(N)(=O)=O)cc1 | 1.7 | 1.3 | 106 | 4 | -53 | 3 | 101 | 0 | -0.2 | 6
N#Cc1cn(CC(=O)NCC2CCCO2)c2ccccc12 (configuration not stated) | 2.8 | 1.4 | 118 | -12 | 3 | -15 | 95 | 6 | -0.4 | 2
N#CC(C(=O)NCc1ccco1)c1nc2ccccc2nc1N1CCOCC1 (configuration not stated) | 1.9 | 1.1 | 105 | 2 | -10 | 4 | 105 | -5 | -0.3 | -2
Cc1ccc(C(=O)N2CCN(Cc3ccc4c(c3)OCO4)CC2)cc1[N+](=O)[O-] | 0.0 | 0.85 | 96 | -1 | -5 | 11 | 85 | 15 | -0.2 | 3
Cc1cc(C)nc(NS(=O)(=O)c2ccc(N/C=C/C(=O)c3ccc(Cl)c(Cl)c3)cc2)n1 | -0.2 | 1.2 | 96 | 2 | -4 | 8 | 105 | -5 | -0.3 | 3
CC(C)Cc1cc(C(=O)NCCN2CCOCC2)no1 | 0.1 | 1.1 | 105 | -6 | -5 | -6 | 107 | -11 | -0.3 | -1
O=C(NC1CC1)c1ccc2c(c1)C1C3CCC(C3)C1C(c1ccccc1)N2 (configuration not stated) | -0.2 | 1.1 | 93 | -7 | -35 | 8 | 92 | 9 | 0.1 | -1
CC(=O)Oc1ccccc1C1=NN(C(C)=O)C(c2ccccc2)C1 (configuration not stated) | 11 | 0.88 | 98 | 1 | -8 | 7 | 101 | -3 | -0.1 | -2
O=C(Nc1ncccn1)c1ccc(C(F)(F)F)cc1 | 0.3 | 1.4 | 102 | -6 | 31 | 1 | 116 | -17 | -0.2 | -2
COc1ccccc1C(CCN(Cc1cccs1)C(C)=O)c1ccco1 (configuration not stated) | -0.5 | 1.1 | 99 | -9 | 5 | 4 | 101 | -1 | 0.0 | 0
CCNC(=O)c1c(C)[nH]c(C(=O)OCC)c1C | -3.1 | 1.2 | 95 | 5 | 14 | 12 | 106 | -5 | -0.3 | 1
O=C(Nc1ccc(Cc2ccncc2)cc1)c1cccc([N+](=O)[O-])c1 | -0.7 | 1 | 91 | -4 | -12 | 10 | 92 | 9 | -0.4 | -2
Cc1cc(/C=C(\C#N)C(=O)NCc2cccs2)c(C)n1-c1ccccc1F | 2.6 | 1.2 | 108 | 2 | 115 | -5 | 151* | -56 | 0.1 | 2
COc1cccc(C2CC(=O)Nc3cc(OC)c(OC)c(OC)c32)c1OC (configuration not stated) | 0.8 | 1.6 | 90 | 7 | -6 | 15 | 94 | 7 | -0.1 | 1
Cc1ccc(C(=O)CSc2nnc(N)s2)c(C)c1 | -0.2 | 1.8 | 101 | -13 | 67 | 8 | 137* | -40 | 0.0 | -2
Cc1ccc(NC(=O)Cc2noc3ccccc23)nc1 | -0.6 | 2.6 | 100 | -16 | 22 | 5 | 109 | -10 | 0.0 | -5
O=S(=O)(c1ccc(F)c(F)c1F)N1CCN(C(=S)NC2CC3CCC2C3)CC1 (configuration not stated) | -0.3 | 1.3 | 103 | -3 | 1 | -2 | 98 | 1 | -0.4 | -1
COc1ccc(-c2nnc(NC(=O)c3ccc(F)cc3)o2)cc1 | -3.7 | 0.61 | 94 | -8 | -17 | 16 | 94 | 7 | -0.3 | -10
COc1ccc(Oc2c(Cl)cnn(-c3ccc(F)cc3)c2=O)cc1 | -4.0 | 1.1 | 106 | -3 | -3 | -2 | 99 | 1 | 0.1 | 0
COc1ccc(NC(=O)CC(C)c2ccccc2)c([N+](=O)[O-])c1 (configuration not stated) | 0.0 | 1.1 | 101 | 7 | -16 | 0 | 106 | -6 | -0.2 | -1
Cc1nc2ncnn2c(C)c1CCC(=O)O | 0.4 | 0.96 | 106 | -3 | 4 | -4 | 96 | 6 | -0.2 | -5
Cc1ccc(C(=O)Nc2onc(C)c2C#N)cc1 | 2.2 | 1.1 | 106 | -2 | 17 | -1 | 107 | -8 | -0.3 | -1
Cc1ccc(C(NC(=O)N2CCCC2)C(Cl)Cl)cc1F (configuration not stated) | 4.1 | 0.88 | 98 | -13 | 8 | 5 | 101 | -4 | -0.4 | -4
CCC(SC1=NCCS1)C(=O)Nc1nnc(-c2ccccc2OC)s1 (configuration not stated) | -2.1 | 1.3 | 96 | -5 | 6 | 14 | 95 | 5 | 0.2 | -5
Cc1nn(C)cc1CNC(=O)Nc1ccc(Br)cc1Cl | 2.6 | 1.4 | 98 | 2 | 1 | 2 | 96 | 5 | -0.3 | -9
COC(=O)C1CSC(C(=O)OC)N1C(=O)CN1CC(C)OC(C)C1 (configuration not stated) | 2.5 | 0.95 | 105 | -2 | 1 | -4 | 107 | -8 | -0.3 | 4

Ordered by value in TLR4-MyD88 BLA (ascending): three from the list above
molecule,DTT redox prof,NF-kB expr up,STAT3 act,TLR4-MyD88 BLA,APP 5'UTR act,STAT1 act,STAT1 inh,Hsp70 activator,HMGR II inh
C=CCC1(N(C(C)=O)c2ccccc2)CCCCC1,-1.0,0.93,108,-11,9,95,4,-0.1,4
O=C(NC1CC1)c1ccc2c(c1)C1C3CCC(C3)C1C(c1ccccc1)N2 (configuration not stated),-0.2,1.1,93,-7,-35,92,9,0.1,-1
CC(=O)Oc1ccccc1C1=NN(C(C)=O)C(c2ccccc2)C1 (configuration not stated),11,0.88,98,1,-8,101,-3,-0.1,-2

Bioassay records: PubChem BioAssay, several laboratories
